High-throughput results deposited in PubChem BioAssay by several laboratories.
M4 antag: blocks acetylcholine activation of human M4 receptor. P08173. CHO-hM4 cells, ACh EC80, Fluo-8 calcium fluorescence. inhibition, % at 3 µM. 360,000 tested, 0.73% active. AID 624125;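 active = inhibition above its plate's cutoff, the mean inhibition of sample wells plus 3 SD, cut at about 27% in these data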;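 note: 0% = acetylcholine EC80 with DMSO and 100% = DMSO without agonist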
Target sequence (P08173 whole entry, looked up): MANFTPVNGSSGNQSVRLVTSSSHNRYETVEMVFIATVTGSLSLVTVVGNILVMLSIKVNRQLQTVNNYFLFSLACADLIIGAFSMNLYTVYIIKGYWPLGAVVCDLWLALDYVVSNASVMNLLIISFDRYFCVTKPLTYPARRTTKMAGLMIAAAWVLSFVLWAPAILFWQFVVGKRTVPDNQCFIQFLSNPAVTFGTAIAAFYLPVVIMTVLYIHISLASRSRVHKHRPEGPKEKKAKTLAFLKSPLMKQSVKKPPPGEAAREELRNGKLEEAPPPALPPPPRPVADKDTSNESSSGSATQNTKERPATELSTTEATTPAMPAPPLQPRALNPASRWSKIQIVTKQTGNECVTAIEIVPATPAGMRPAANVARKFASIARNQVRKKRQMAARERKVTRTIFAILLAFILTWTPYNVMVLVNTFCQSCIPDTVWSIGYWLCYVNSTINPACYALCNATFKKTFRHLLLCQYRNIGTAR
CHRM5 agonist: agonists of human muscarinic M5 receptor (CHRM5). AID 624037. P08912. CHO-K1 hM5 cells, Fluo-8 calcium fluorescence; 0% DMSO wells, 100% maximal acetylcholine response. 360,000 tested, 0.19% active. activation, % at 3 µM;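 active = activation above the run's mean over test compounds plus 3 SD, cut at about 23% in these data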;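 note: signal is peak over basal fluorescence ratio across the kinetic read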
Target sequence (P08912 whole entry, looked up): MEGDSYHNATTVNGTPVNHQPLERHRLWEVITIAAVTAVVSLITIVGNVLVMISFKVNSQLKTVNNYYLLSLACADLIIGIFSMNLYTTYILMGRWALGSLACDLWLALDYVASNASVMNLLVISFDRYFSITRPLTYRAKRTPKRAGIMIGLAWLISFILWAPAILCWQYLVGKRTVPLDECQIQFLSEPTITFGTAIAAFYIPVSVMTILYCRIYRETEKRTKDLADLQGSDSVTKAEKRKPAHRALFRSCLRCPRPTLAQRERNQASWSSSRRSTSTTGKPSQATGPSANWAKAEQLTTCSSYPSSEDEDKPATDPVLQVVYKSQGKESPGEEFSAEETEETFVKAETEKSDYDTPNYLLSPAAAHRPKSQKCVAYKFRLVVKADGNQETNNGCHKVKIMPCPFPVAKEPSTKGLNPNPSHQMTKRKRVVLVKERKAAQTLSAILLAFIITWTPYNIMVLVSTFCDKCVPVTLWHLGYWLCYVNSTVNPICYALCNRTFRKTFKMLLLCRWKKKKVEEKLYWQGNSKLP
CRFR2-BP ag: agonists of human CRF-binding protein/CRF-R2 receptor complex | HEK293 CRF-R2/CRF-BP, calcium dye fluorescence (FLIPR); percent of saturating CRF peptide response | activation, % at 13.2 µM | 350,000 tested, 0.46% active | AID 588473;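 active = activation of at least 50%, plus an integration ratio under a set limit after plate pattern correction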;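 note: plate controls were neutral control wells without compound for no effect and CRF at EC100 for full effect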
M5 antag: CHRM5 antagonism in calcium assay; CHO-hM5 cells, Fluo-8 calcium fluorescence, ACh EC80; inhibition, % at 3 µM; 360,000 tested, 0.59% active; AID 624040;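 active = inhibition above a per-plate cutoff, the mean of that plate's test compounds plus 3 SD, cut at about 27% in these data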;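 note: 0% = acetylcholine EC80 with DMSO and 100% = DMSO without agonist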
CRFBP-R2 block: antagonists of CRF-binding protein/CRF-R2 receptor complex; 350,000 tested, 0.59% active; inhibition, % at 11.8 µM; AID 588475; HEK293 CRF-R2/CRF-BP, CRF-induced calcium fluorescence;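 active = inhibition of the ligand-induced calcium signal above about 50% at the single tested concentration, limit read from the data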
M4 PAM: potentiates acetylcholine response at human M4 receptor | 360,000 tested, 0.4% active | CHO-K1 hM4/Gqi5, Fluo-8 calcium fluorescence, ACh EC20; 0% = ACh EC20, 100% = maximal ACh | activation, % at 3 µM | P08173 | AID 624126;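 active = activation above its plate's cutoff, the mean activation of sample wells plus 3 SD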; note: some results filed as inactive read as strong as hits
M5 PAM: positive allosteric modulators of human muscarinic M5 receptor | AID 624038 | 360,000 tested, 0.3% active | activation, % at 3 µM | P08912 | CHO-K1 hM5, Fluo-8 calcium, ACh EC20 PAM; 0% = ACh EC20, 100% = ACh EC100;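 active = activation above the run cutoff, the mean activation of all test compounds plus 3 SD, cut at about 18% in these data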
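Test system: CHO-K1 hM5 cells / Doses: single-point, 3 µM nominal / Times: Post-acetylcholine fluorescence recording 140 s / Technique: Fluo-8 calcium fluorescence / Measure: Max/basal fluorescence ratio as % of EC20–EC100 ACh window / Benchmarks: low control EC20 acetylcholine (0%), high control EC100 acetylcholine (100%) / Replicates: one well per compound, no replicates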
CHRM1 PAM: human CHRM1 positive allosteric modulation; P11229; CHO-K1 hM1, Fluo-8 calcium fluorescence, ACh EC20; 0% = ACh EC20, 100% = maximal ACh; activation, % at 3 µM; 360,000 tested, 0.088% active; AID 588819; in the data active = activation above about 19%, passing the limit was not always enough
CHRM4 agonist: CHRM4 agonism in calcium assay | P08173 | CHO-K1 hM4/Gqi5, Fluo-8 calcium fluorescence; vehicle 0%, full acetylcholine response 100% | activation, % at 3 µM | 360,000 tested, 0.14% active;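 active = activation above the run mean over all test wells plus 3 SD, cut at about 32% in these data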;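 note: peak over basal fluorescence ratio per well then scaled between controls; 0% = DMSO wells and 100% = acetylcholine at EC100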
The depositor's hits bear a star; nt = not tested or not shown. The order is random, and some 2.6% of all compounds hit somewhere here.

compound	M4 antag	CHRM5 agonist	CRFR2-BP ag	M5 antag	CRFBP-R2 block	M4 PAM	M5 PAM	CHRM1 PAM	CHRM4 agonist
CCN1CCN(C(=O)CCN2C(=O)COc3ccc(C)cc32)CC1	12	-1	3.2	-5	-17	-2	-1	9	1
CCCN1CCN(CCCNC(=O)c2ccc3c(c2)NC(=O)c2ccccc2S3)CC1	-11	-9	-0.7	4	12	-10	0	-20	0
Cc1cc(C(=O)N2CCN(c3ncccn3)CC2)nn1C	-12	0	-1.4	10	6	-2	-4	6	0
COc1ccccc1CNC(=O)C1CCCN(S(=O)(=O)c2cccc3nonc23)C1 (stereo not drawn)	-7	-6	-3.0	1	1	5	-3	8	2
CCC(=O)N1CCCC(C(=O)Nc2nc3ccccc3n2C)CC1 (stereo not drawn)	0	1	nt	-3	nt	0	2	9	1
CC(=O)N(c1cccc(C)c1)S(=O)(=O)c1ccc(Cl)cc1	4	-6	-0.1	7	-5	8	-3	7	0
Cc1cc(/C=C(\C#N)C(=O)N2CCCCC2)cc(C)c1O	-2	-3	-3.6	13	-2	-4	0	5	0
O=C1Nc2ccccc2C1(O)C/C(=N/O)c1ccccc1 (stereo not drawn)	1	0	-0.2	22	-13	-3	-17	-5	15
COc1ccc(CN2CCSCC2)c(OC)c1C	-2	-3	5.0	0	2	-3	9	1	0
CCN(CC(=O)N1CCOCC1)S(=O)(=O)c1ccc(Cl)cc1	-8	-2	0.1	9	3	6	4	5	1

As a working copy, some entries already given.
compound	M4 antag	CHRM5 agonist	CRFR2-BP ag	M5 antag	CRFBP-R2 block	M4 PAM	M5 PAM	CHRM1 PAM	CHRM4 agonist
COc1ccc(CN2CCSCC2)c(OC)c1C	-2	-3	5.0	0	2	-3	9	1	0
CCN(CC(=O)N1CCOCC1)S(=O)(=O)c1ccc(Cl)cc1	-8	-2	0.1	9	3	6	4	5	1

(next part)
compound	M4 antag	CHRM5 agonist	CRFR2-BP ag	M5 antag	CRFBP-R2 block	M4 PAM	M5 PAM	CHRM1 PAM	CHRM4 agonist
N#Cc1ccc(N2CCCC2C(=O)O)c([N+](=O)[O-])c1 (stereo not drawn)	-2	0	0.0	7	-6	3	-5	10	1
CCOC(=O)C1=C(CSc2nc3ccccc3s2)NC(=O)NC1c1ccc(OC)cc1 (stereo not drawn)	0	0	1.2	1	-10	2	2	2	-2
Oc1cccc(C=NCc2ccccc2)c1O	10	3	1.2	-3	2	0	2	9	0
CCCCCC(=O)C(=O)c1ccc(O)cc1O	-20	-1	0.1	-7	-9	0	5	-2	2
CC(C)C1(C(C)C)OC(=O)c2ccccc21	9	-3	3.4	4	-16	-2	0	4	2
CC(C)CNS(=O)(=O)c1cc(C(=O)N2CC(C)OC(C)C2)c(Cl)cc1Cl (stereo not drawn)	-6	4	-0.2	5	-3	12	-1	7	3
CCCc1nnc(SCC(=O)Nc2ccc(OCC)cc2)n1N	2	-5	-0.3	7	10	-4	-7	13	1
CCOc1ccc(NC(=O)c2cc(OC)nc3ccccc23)cc1	-5	-2	1.2	14	9	-4	-4	-5	1
Clc1ccc2nc(CN3CCCCCC3)cn2c1	10	-4	2.5	6	0	16	2	-1	0
COc1cc(/C=C/C(=O)OCC(=O)c2c(N)n(C)c(=O)n(C)c2=O)ccc1OCC#N	-3	3	1.3	4	-10	1	4	5	1

compound	M4 antag	CHRM5 agonist	CRFR2-BP ag	M5 antag	CRFBP-R2 block	M4 PAM	M5 PAM	CHRM1 PAM	CHRM4 agonist
O=C(c1nn(-c2ccccc2)c(=O)c2ccccc12)N1CCN(c2ncccn2)CC1	2	4	1.1	7	23	4	-7	-2	5
CCOc1cc(-c2nc3ccccn3c2NCC2CCCO2)ccc1O (stereo not drawn)	30*	5	1.7	24	17	-25	-17	-13	22
COc1ccccc1NC(=O)Nc1ccccc1C(=O)NCCCN1CCOCC1	0	-2	1.1	6	-9	-8	4	5	0
COc1ccc(CNC(=O)C2CCCN(S(=O)(=O)N3CC(C)CC(C)C3)C2)c(OC)c1 (stereo not drawn)	1	-3	-2.4	-18	11	-3	4	-1	11
Cc1ccc(NC(=O)C(=O)NCCN2CCN(S(C)(=O)=O)CC2)cc1C	1	5	0.3	4	7	-4	1	10	2
O=C(CCNC(=O)c1ccc(Br)cc1)NCC(c1ccco1)N1CCCCC1 (stereo not drawn)	7	-3	-1.0	9	-2	2	6	-7	0
O=C(N/N=C/c1cccs1)c1ccccn1	3	2	-2.8	2	20	3	-7	2	1
COc1ccccc1CNC(=O)CN(c1ccc(C)cc1)S(=O)(=O)c1c(C)n[nH]c1C	-2	-7	-2.3	-1	40	-9	-10	-7	7
Cc1nn(-c2ccccc2)c2sc(C(=O)N(CC(=O)NC3CCCC3)Cc3ccco3)cc12	1	0	0.1	0	5	1	-2	1	2
CN(c1ncc(C(F)(F)F)cc1Cl)n1cc(C(N)=O)c2ccccc2c1=O	-7	-3	-1.2	-2	-13	5	5	7	1

compound	M4 antag	CHRM5 agonist	CRFR2-BP ag	M5 antag	CRFBP-R2 block	M4 PAM	M5 PAM	CHRM1 PAM	CHRM4 agonist
Brc1csc2ncccc12	-14	1	-0.8	11	6	-15	2	12	1
O=c1[nH]c(CSc2nnnn2-c2ccccc2)nc2ccccc12	0	3	-1.3	-1	21	1	-7	8	1
Cn1c(NCC(O)c2ccccc2)nc2c1c(=O)n(Cc1ccc(Cl)cc1)c(=O)n2C (stereo not drawn)	-6	3	1.3	5	3	-2	-6	-3	7
O=C(CN1c2cccc3cccc(c23)S1(=O)=O)NCc1ccc(Cl)cc1	-6	-5	-2.8	-3	-4	-1	-5	3	5
COc1ccc(OC)c(/C=N/N=C(\N)c2nonc2N)c1	-3	-6	-2.7	4	24	-10	1	6	2
Cc1nc(-c2ccccc2)cc(=O)[nH]1	8	1	3.0	3	13	7	3	7	0
Cc1c(C#N)c(NC(=O)c2ccccc2)n(Cc2ccccc2)c1C	-11	-7	-1.3	6	-3	2	0	2	0
COC(=O)/C=C/c1oc2ccccc2c1C	5	-2	-2.7	-7	40	2	2	9	0
COc1ccc(C)cc1Cn1c(S(C)(=O)=O)nc2ccccc21	0	0	-2.2	8	9	4	-5	4	0
CN(C)C(=O)c1ccc(NC(=O)c2cncc(Br)c2)cc1	-4	0	0.1	-2	-13	6	4	4	0

compound	M4 antag	CHRM5 agonist	CRFR2-BP ag	M5 antag	CRFBP-R2 block	M4 PAM	M5 PAM	CHRM1 PAM	CHRM4 agonist
O=S(=O)(Nc1ncnc2scc(-c3ccc(F)cc3)c12)c1cc(F)ccc1F	-3	0	-0.4	6	39	-5	-11	-2	3
CCOc1ccc(-c2nnc3sc(-c4ccccc4OC)nn23)cc1	0	-4	-1.8	-5	11	2	2	6	1
COc1cccc(NC(=O)COC(=O)CCC2CCCC2)c1	2	-1	-1.8	7	12	5	11	2	2
COc1ccccc1NC(=O)CCCC(=O)OCC(F)(F)C(F)F	-14	5	-1.4	-6	-13	4	2	10	2
CCc1ccc(C2=NN(C(C)=O)C(c3ccco3)C2)cc1 (stereo not drawn)	-1	-9	-4.8	4	7	-8	-2	0	-1
Cc1ccc(NC(=O)c2ccc(S(=O)(=O)N3CCCC3)cc2)nc1	-8	2	-0.8	3	0	4	-2	8	1
Cc1ccc(-n2ncc3c(=O)n(CC(=O)N4CCN(c5ccccc5F)CC4)cnc32)cc1C	11	-1	1.7	3	2	10	-4	10	2
Cc1ccccc1NC(=O)Cn1c(=O)n(-c2ccc(CC(=O)NCC3CCCO3)cc2)c(=O)c2ccccc21 (stereo not drawn)	11	-1	0.1	3	7	-5	4	12	0
Cc1nc2nc(SCC(=O)NCCCN3CCCCCC3)nn2c(C)c1Cc1ccccc1	38*	-8	0.6	8	6	-21	-6	-38	0
COc1ccc(CC(=O)Nc2nc(-c3cccc([N+](=O)[O-])c3)cs2)cc1	0	-1	0.2	-1	12	-1	-3	3	1

compound	M4 antag	CHRM5 agonist	CRFR2-BP ag	M5 antag	CRFBP-R2 block	M4 PAM	M5 PAM	CHRM1 PAM	CHRM4 agonist
O=C(Cc1ccc(S(=O)(=O)N2CCOCC2)s1)N1CCN(c2ccc(C(F)(F)F)cc2[N+](=O)[O-])CC1	1	5	-2.7	17	-4	-8	-19	-5	16
O=C(CSc1ccc(Cl)cc1)Nc1ncccn1	9	1	1.7	-1	-2	-7	-2	6	1
COc1ccc(CNC(=O)C2CSC(c3ccc(OC)cc3)N2C(C)=O)cc1 (stereo not drawn)	8	2	0.5	-1	-2	-5	-4	1	1
CCCC/C(C)=N/NC(=O)NC1CCCCC1	-3	-1	0.1	-6	-31	-2	-5	6	0
CCOC(=O)C(=CNc1cccc(C)c1C)C(=O)OCC	-3	-4	0.1	3	-9	2	5	4	-3
O=C(Nc1ccccc1O)c1ccc(NC(=O)C2CC2)cc1	-4	-4	1.5	0	7	10	2	11	3
O=C(OCn1nnc2ccccc2c1=O)c1cccnc1	3	0	-0.9	1	1	-2	-4	-1	1
O=C(Nc1ccc(Cl)c(S(=O)(=O)N2CCCC2)c1)c1cc(=O)[nH]c2ccccc12	0	-1	-0.1	4	-3	-4	9	2	2
COc1ccc(C(=O)N/C(=C\c2ccc(Cl)cc2)C(=O)NCCN2CCOCC2)cc1	-6	0	2.9	-7	8	4	5	17	1
CCOc1ccc(N=C2NC(=O)S/C2=C\c2ccc(N(C)C)cc2)cc1	8	0	21	6	-19	-7	-1	1	3

compound	M4 antag	CHRM5 agonist	CRFR2-BP ag	M5 antag	CRFBP-R2 block	M4 PAM	M5 PAM	CHRM1 PAM	CHRM4 agonist
CCN(CC)S(=O)(=O)N1CCC(C(=O)NC2CCCC2)CC1	-5	-2	0.3	13	-3	0	-9	2	0
C(=N\N=C\c1ccccc1)/c1ccccc1	10	-1	-0.9	11	-10	-3	8	9	1
O=C(CSc1ncnc2c1oc1ccccc12)NCc1ccco1	7	1	0.7	-1	4	0	3	5	2
CC(C)c1nc(C(N)=O)c2[nH]c(=O)n(-c3ccc(F)cc3)c2n1	-14	-1	-0.7	0	-12	6	2	12	-1
